PNC inhibitor: High Content Assay for Compounds that inhibit the Assembly of the Perinucleolar Compartment | PC3M PTB-GFP, PNC prevalence imaging, 16 h; active compounds read low | activity change (PNC), negative = inhibition, % at 10 µM | 140,000 tested, 3.1% active | AID 2417, 2010;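 active = readout at or below -70, meaning at least 70% loss of cells showing the perinucleolar compartment, a nuclear body marking cancer cells; inconclusive = readout between -30 and a set limit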;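 note: plate controls were DMSO wells for no effect and camptothecin positive control wells for full effect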
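Read-out is percentage of cells bearing a perinucleolar compartment, from automated 20x imaging of fixed, Hoechst-stained PC3M PTB-GFP cells. Cells were seeded 4 h, then exposed 16 h to compound (23 nl of library stock) in duplicate plates.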
IMPase cell inh: qHTS Assay for Identifying the Cell-Membrane Permeable IMPase Inhibitors | 120,000 tested, under 10 active | AID 901, 2007 | CHO-M1 cells, IP1 accumulation, HTRF TR-FRET ratio | inhibition (IP1 accumulation), % at 46.1 µM | Inositol monophosphatase 1 (Rattus norvegicus), P97697; active = well fitted curve in the direction sought with a large enough effect in the signal ratio, not every such curve was filed as active; inconclusive = small, poorly fitted or top-dose-only effect, or a change in a side signal; inactive = no such curve, though single readings can be large or run the other way; the % refers to the signal ratio;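 note: cells stimulated with carbachol in lithium chloride buffer; plate controls were DMSO basal wells for no effect and reference inhibitor wells for full effect; higher means more IMPase inhibition seen as more IP1 and lower FRET ratio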
Target sequence (P97697 whole entry, looked up): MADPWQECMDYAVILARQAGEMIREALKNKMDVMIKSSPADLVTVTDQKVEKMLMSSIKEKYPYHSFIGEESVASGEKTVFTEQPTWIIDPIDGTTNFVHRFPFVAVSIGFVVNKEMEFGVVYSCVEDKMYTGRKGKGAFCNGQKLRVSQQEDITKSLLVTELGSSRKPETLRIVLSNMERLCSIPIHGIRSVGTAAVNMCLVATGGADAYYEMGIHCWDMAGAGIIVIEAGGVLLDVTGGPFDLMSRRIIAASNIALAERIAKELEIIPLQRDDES
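Measured: the HTRF emission ratio (665/620 nm) plus the 620 nm donor channel, each fitted to the Hill equation to give AC50. Cells were CHO-M1 given compounds up to 46 uM and a 30 min carbachol stimulation at 37C.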
ALOX15B inhib: qHTS Assay for Inhibitors of 15-hLO-2 (15-human lipoxygenase 2); Polyunsaturated fatty acid lipoxygenase ALOX15B (Homo sapiens), O15296; purified 15hLO-2, xylenol orange hydroperoxide absorbance; Potency, µM (titrated, usually from 57.1 µM), without a hit: top-dose activity change, negative = inhibition, actives largely listed as inhibitors; 110,000 tested, 0.56% active; note: potency is the fitted concentration of half-maximal effect; nearly all actives have a fitted effect of over 60% in size; many of its hits are not listed in these tables
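Purified human 15hLO-2 (50 nM) preincubated 15 min with compound, then 45 uM arachidonic acid for 90 min at RT in 25 mM Hepes pH 7.5, 0.01% Triton X-100. Hydroperoxide detected by Fe-xylenol orange; 573/405 nm absorbance ratio.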
ALOX12 inhib: qHTS Assay for Inhibitors of 12-hLO (12-human lipoxygenase) | Polyunsaturated fatty acid lipoxygenase ALOX12 (Homo sapiens), P18054 | purified 12-hLO, xylenol orange hydroperoxide absorbance | Potency, µM (doses to about 57.1 µM), for the others: at the highest dose activity change, negative = inhibition, actives largely listed as inhibitors | 150,000 tested, 0.12% active | AID 1452, 2008; note: potency is the fitted concentration of half-maximal effect; nearly all actives have a fitted effect of over 55% in size; many of its hits are not listed in these tables
Target sequence (P18054 whole entry, looked up): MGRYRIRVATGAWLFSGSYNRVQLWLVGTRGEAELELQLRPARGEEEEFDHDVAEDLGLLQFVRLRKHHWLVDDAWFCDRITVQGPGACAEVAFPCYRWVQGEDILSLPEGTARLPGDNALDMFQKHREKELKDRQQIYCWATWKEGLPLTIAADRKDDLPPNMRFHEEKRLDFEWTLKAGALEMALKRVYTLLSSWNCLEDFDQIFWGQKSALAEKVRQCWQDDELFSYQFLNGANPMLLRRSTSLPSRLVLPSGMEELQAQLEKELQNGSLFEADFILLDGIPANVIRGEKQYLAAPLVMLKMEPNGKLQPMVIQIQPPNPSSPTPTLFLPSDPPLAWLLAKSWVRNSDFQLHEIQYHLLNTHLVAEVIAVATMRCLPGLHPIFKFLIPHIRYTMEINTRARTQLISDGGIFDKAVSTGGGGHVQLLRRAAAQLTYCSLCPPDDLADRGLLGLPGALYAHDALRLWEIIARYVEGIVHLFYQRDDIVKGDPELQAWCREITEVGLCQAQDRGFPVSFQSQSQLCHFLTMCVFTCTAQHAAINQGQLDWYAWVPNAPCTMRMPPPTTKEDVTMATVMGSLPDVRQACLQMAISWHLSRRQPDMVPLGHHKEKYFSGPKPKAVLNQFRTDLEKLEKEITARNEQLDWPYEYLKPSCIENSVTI
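Purified human 12hLO (150 nM final) was preincubated with compounds for 15 min at room temperature in 25 mM Hepes pH 7.0, 0.01% Triton X-100, then reacted with 40 uM arachidonic acid for 30 min. Hydroperoxide was detected with ferrous iron/xylenol orange.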
* hit, by the source's call; ? = inconclusive; . = not tested or not shown; [ ] = dose if it differs, or a comment. Unless noted, calls come from the whole dose curve; as a rule, active = well fitted curve in the direction sought with a large enough effect; inconclusive = small, poorly fitted or top-dose-only effect, or another doubt; inactive = no such curve, though single readings can be large; an effect the other way counts as inactive or inconclusive. Unless noted, % is set by controls: 0 for no effect and ±100 for the full control effect. Some of the compounds tested. The share of hits here may be higher or lower than overall.

#1 CCn1c(NCCc2ccc(OC)c(OC)c2)nc2c1c(=O)n(C)c(=O)n2C
#2 CCc1cccc(C)c1NC(=S)NCc1ccccc1
#3 OCCn1c(-c2ccc(F)cc2)csc1=Nc1ccccc1
#4 COC(=O)c1ccc(C(=O)OC)c(NC(=O)COc2ccccc2OC)c1
#5 CCCCc1nn2c(N)c(/C=C3\C=Nc4ccccc43)c(=O)nc2s1
Screen / compound no.	1	2	3	4	5
PNC inhibitor	-22	-17	12	8	?
IMPase cell inh	7	.	.	10	.
ALOX15B inhib	-9%	.	.	-17%	.
ALOX12 inhib	-3%	?	1%	-10%	3%

#6 CC(c1ccco1)N(C(=O)c1ccccc1NS(=O)(=O)c1cc([N+](=O)[O-])ccc1Cl)c1ccccn1 (centres undefined)
#7 CC(C)(C)C(=O)OCCn1c(=O)c2cc3c(=O)n(CCOC(=O)C(C)(C)C)c(=O)c3cc2c1=O
#8 O=C(NC(=S)N1CCN(c2ccc([N+](=O)[O-])cc2)CC1)c1ccccc1F
#9 CCCCCCN1CC(O)=C(c2nc3ccccc3[nH]2)C1=N
#10 C[C@@H](C(=O)Nc1ccc2ccccc2c1)[C@@H]1C[C@@]1(C)[C@@H](NS(=O)(=O)c1ccc2ccccc2c1)c1ccccc1
Screen / compound no.	6	7	8	9	10
PNC inhibitor	-7	?	-23	44	.
IMPase cell inh	.	6	.	-5	.
ALOX15B inhib	.	-4%	.	13%	-9%
ALOX12 inhib	-5%	-8%	-7%	2%	-1%

#11 O=C(C1CC1)N1CCc2cc(Br)cc(S(=O)(=O)NCc3ccc4c(c3)OCO4)c21
#12 Cc1ccc2[nH]c(=O)c(CN(Cc3ccco3)C(=O)c3ccncc3)cc2c1
#13 Cn1cnc([N+](=O)[O-])c1[Se]c1nc(N)nc2c1ncn2[C@@H]1O[C@@H](CO)[C@H](O)[C@@H]1O
#14 C=CCN(CC=C)C(=O)c1c(OC)cccc1OC
#15 Cc1nnc(SCC(=O)N2CCc3ccccc3C2)n1-c1ccccc1
Screen / compound no.	11	12	13	14	15
PNC inhibitor	4	-23	.	59	?
IMPase cell inh	1	2	.	.	.
ALOX15B inhib	-3%	9%	-6%[11.4 µM]	.	.
ALOX12 inhib	-7%	-6%	-5%[11.4 µM]	1%	-2%

#16 Cc1ccc2nc(NC(=O)COC(=O)CSc3nc(C)cc(C)n3)sc2c1
#17 CC(=O)c1cccc(NC(=O)C2CCCCC2)c1
#18 CC(C)OP(=O)(c1ccc(N(C)C)cc1)C(Nc1ccccc1)c1cccnc1 (centres undefined)
#19 Cc1ccc(-c2nc(N3CCOCC3)sc2C(=O)N2CCOCC2)cc1
#20 CC(C(=O)Nc1ccc(S(=O)(=O)N2CCCC2)cc1)N1CCN(C(=O)c2ccco2)CC1 (centres undefined)
Screen / compound no.	16	17	18	19	20
PNC inhibitor	-27	3	53	0	61
IMPase cell inh	-6	0	.	.	4
ALOX15B inhib	-6%	-3%	.	.	-6%
ALOX12 inhib	-5%	-4%	-3%	3%	6%

#21 CCOc1ccccc1C1N(c2ccc(OC)cc2)C(=O)C2CCCN21 (centres undefined)
#22 Cc1ccc(O)c(C(CCN(C(C)C)C(C)C)c2ccccc2)c1 (centres undefined)
#23 COc1ccc(-n2nc(C(=O)Nc3ccc(OC)c(OC)c3)c3c4ccccc4n(C)c3c2=O)cc1
#24 CCCCc1c(O)nc(SCC(=O)NCCc2ccc(OC)c(OC)c2)[nH]c1=O
#25 NC(=O)c1c(NC(=O)C2CCCO2)sc2c1CCCCC2 (centres undefined)
Screen / compound no.	21	22	23	24	25
PNC inhibitor	?	.	17	42	-22
IMPase cell inh	1	.	-8	-1	.
ALOX15B inhib	1%	19%	?	-5%	.
ALOX12 inhib	0%	8%	3%	-5%	-2%

#26 Cc1ccc2cc3cc(C(=O)NCCC(C)C)oc3nc2c1
#27 CN1C2=NCCN2C(=O)c2ccccc21
#28 Cn1c(SCc2nnc(-c3ccc(F)cc3)o2)nnc1C1COc2ccccc2O1 (centres undefined)
#29 COc1ccc(-c2nc(N3CCOCC3)nc3n[nH]c(N)c23)cc1
#30 COc1cc(-c2nnc(SCc3cc(=O)oc4cc(C)ccc34)o2)cc(OC)c1OC
Screen / compound no.	26	27	28	29	30
PNC inhibitor	?	22	-2	-14	6
IMPase cell inh	0	-3	2	8	9
ALOX15B inhib	-5%	0%	7%	3%	-5%
ALOX12 inhib	-3%	-1%	-22%	-8%	-18%

#31 Cc1ccccc1C(=O)NC(=S)Nc1ccccc1C(F)(F)F
#32 Fc1cccc(CO/N=C/c2c(-c3ccccc3)nc3ccc(Cl)cn23)c1
#33 CCOC(=O)C1CCN(C(=O)Nc2ccc3snnc3c2)CC1
#34 COc1ccc(OC)c(/C=C2\SC(=S)N(Cc3cccnc3)C2=O)c1
#35 CCOC(=O)c1c(NC(=O)c2cccs2)sc2c1CCC2
Screen / compound no.	31	32	33	34	35
PNC inhibitor	-26	-3	15	24	?
IMPase cell inh	-1	7	-3	.	-1
ALOX15B inhib	?	6%	-7%	.	-7%
ALOX12 inhib	?	2%	-1%	4%	4%

#36 Cc1ccccc1OCCCN1C(=O)C(=O)c2cccc(C)c21
#37 CCOC(=O)N1CCN(c2cc(NCCC(=O)O)c3c4c(onc24)-c2ccccc2C3=O)CC1
#38 O=C(NCc1ccc(F)cc1)C1CCCN1C(=O)NCc1ccccc1 (centres undefined)
#39 Cc1nc2cc(NCc3nc4ccccc4n3Cc3ccccc3)ccc2n1C
#40 O=C(Nc1ccc(Cl)c(Cl)c1)N1CCSC1c1ccco1 (centres undefined)
Screen / compound no.	36	37	38	39	40
PNC inhibitor	-15	18	10	-21	13
IMPase cell inh	17	?	7	9	7
ALOX15B inhib	25µM*	-21%	-5%	53%[activator]	-24%
ALOX12 inhib	?	-13%	0%	1%	?

#41 COc1ccccc1CNC(=O)c1ccccc1NS(C)(=O)=O
#42 COc1ccc(NC(=S)N(CCCN2CCOCC2)Cc2cn(C)c3ccccc23)cc1OC
#43 COc1cccc(Nc2nc(-c3sc(NC(=O)c4ccccc4)nc3C)cs2)c1
#44 COc1cc(=O)[nH]c(SCc2c(F)c(F)c(F)c(F)c2F)n1
#45 COc1ccc(OC)c(CCNC(=O)CS(=O)(=O)Cc2nc(-c3ccc(C)cc3)oc2C)c1
Screen / compound no.	41	42	43	44	45
PNC inhibitor	37	14	?	49	42
IMPase cell inh	4	1	2	-6	1
ALOX15B inhib	4%	.	25%	-3%	.
ALOX12 inhib	7%	1%	-3%	-5%	-2%

Compounds 42–45, reprinted for reference:
#42 COc1ccc(NC(=S)N(CCCN2CCOCC2)Cc2cn(C)c3ccccc23)cc1OC
#43 COc1cccc(Nc2nc(-c3sc(NC(=O)c4ccccc4)nc3C)cs2)c1
#44 COc1cc(=O)[nH]c(SCc2c(F)c(F)c(F)c(F)c2F)n1
#45 COc1ccc(OC)c(CCNC(=O)CS(=O)(=O)Cc2nc(-c3ccc(C)cc3)oc2C)c1
Screen / compound no.	42	43	44	45
PNC inhibitor	14	?	49	42
IMPase cell inh	1	2	-6	1
ALOX15B inhib	.	25%	-3%	.
ALOX12 inhib	1%	-3%	-5%	-2%

(continued)
#46 C/C(=N/NC(=O)CNc1ccc(C)cc1)c1ccc(Cl)cc1
#47 O=C(CSc1ncn(-c2ccccc2)n1)Nc1nccs1
#48 C(=C\c1ccccc1)/C=N/n1cnnc1
#49 COc1ccc(Cl)cc1NC(=O)CSc1nnc(Cn2c(=O)sc3ccccc32)n1C
#50 COC(=O)c1ccc(N2CCN(S(=O)(=O)c3ccc(Br)cc3)CC2)c([N+](=O)[O-])c1
Screen / compound no.	46	47	48	49	50
PNC inhibitor	18	-2	42	30	-25
IMPase cell inh	9	3	11	0	24
ALOX15B inhib	1%	0%	5%	.	-4%
ALOX12 inhib	0%	4%	1%	5%	-1%

#51 O=C(CN(C(=O)CCNC(=O)c1ccco1)c1ccccc1)NC1CCCC1
#52 COC(=O)c1cc(Br)c(=O)n(Cc2ccc3c(c2)OCO3)c1
#53 O=C(NCCO)c1ccc(CSc2nc3ccccc3[nH]2)cc1
#54 CCNC(=O)CC(=O)Nc1ccccc1C(=O)O
#55 CCN(NC(=O)C(O)(c1ccc(F)cc1)c1ccc(F)cc1)C(=O)c1ccccc1
Screen / compound no.	51	52	53	54	55
PNC inhibitor	?	-23	-26	18	-1
IMPase cell inh	6	-5	.	-1	13
ALOX15B inhib	5%	-6%	.	-3%	.
ALOX12 inhib	3%	-11%	-2%	-4%	-4%

#56 COc1nc(NS(=O)(=O)c2ccc(C)cc2)nc(C)c1Cl
#57 S=C(NCCc1ccccc1)Nc1ccccc1Cl
#58 CCOc1ccccc1NC(=O)C1CCCN(S(=O)(=O)c2ccc(OC)c(C)c2)C1 (centres undefined)
#59 NS(=O)(=O)c1ccc(Nc2nc(-c3ccc(O)cc3)cs2)cc1
#60 Cc1cc(C)c2c(-n3cccc3)c(C(=O)NNS(=O)(=O)c3ccc(Br)cc3)sc2n1
Screen / compound no.	56	57	58	59	60
PNC inhibitor	11	?	?	?	35
IMPase cell inh	-9	.	-6	19	-7
ALOX15B inhib	2%	.	3%	-10%	-22%
ALOX12 inhib	-2%	-10%	-4%	-8%	?

Profiles as entered above. Values in the order: PNC inhibitor, IMPase cell inh, ALOX15B inhib, ALOX12 inhib
`NS(=O)(=O)c1ccc(Nc2nc(-c3ccc(O)cc3)cs2)cc1` as listed: ?, 19, -10%, -8%
`COc1nc(NS(=O)(=O)c2ccc(C)cc2)nc(C)c1Cl` as listed: 11, -9, 2%, -2%

(cont.)
#61 CCOc1ccc(C)cc1S(=O)(=O)N1CCCCC1
#62 CCOC(=O)C1C(=O)NC(SCC(=O)Nc2nccs2)=C(C#N)C1c1ccccc1OCC (centres undefined)
#63 C/C(=N\Nc1nc(N)cc(Cl)n1)c1cccc(N)c1
#64 CCOC(=O)c1sc(NC(=O)COC(=O)C(CCSC)NC(C)=O)nc1C (centres undefined)
#65 Cc1cccc(-c2nsc(SCC(=O)Nc3cc(C)on3)n2)c1
Screen / compound no.	61	62	63	64	65
PNC inhibitor	48	201	?	-5	4
IMPase cell inh	-3	2	.	.	-10
ALOX15B inhib	1%	.	.	.	-18%
ALOX12 inhib	0%	1%	-1%	-1%	-5%

#66 CCCCCn1c(Br)nc2c1c(=O)n(CC(N)=O)c(=O)n2C
#67 CC1=CC(C)(C)n2c(O)c(N=NC(N)=S)c3c(C)ccc1c32
#68 O=C(CSc1nnc(Cc2ccccc2)n1-c1cccc(Cl)c1)NNC(=O)Cc1ccccc1
#69 CC1(C)Cc2c(C#N)c(N)n(-c3ccccc3)c(=O)c2CO1
#70 CCOc1cccc(C(=O)NC(=S)Nc2ccccc2)c1
Screen / compound no.	66	67	68	69	70
PNC inhibitor	43	-1	123	19	7
IMPase cell inh	3	2	.	-1	.
ALOX15B inhib	-6%	.	.	-5%	.
ALOX12 inhib	-3%	2%	-2%	1%	?

#71 CCOC(=O)Cc1c(C)c2c(C)[nH]nc2oc1=O
#72 CCC(C)(C)NC(=O)CN(C(=O)c1snc(C(N)=O)c1N)c1ccc2c(c1)OCCO2
#73 CN(C(=O)c1ccc(Cl)cc1)C1=CCCCC1CCC#N (centres undefined)
#74 COCCCNC(=O)C1CCC(=O)N1Cc1ccccc1Cl (centres undefined)
#75 CCCN(CCC)C(=O)CC(c1ccccc1)c1cc(Br)ccc1O (centres undefined)
#76 O=C(C1CCCN(S(=O)(=O)c2ccc(Cl)cc2)C1)N(Cc1cccs1)C1CC1 (centres undefined)
Screen / compound no.	71	72	73	74	75	76
PNC inhibitor	?	0	-16	29	6	?
IMPase cell inh	3	7	5	2	-1	10
ALOX15B inhib	-5%	5%	8%	-5%	-16%	3%
ALOX12 inhib	-1%	-1%	0%	-2%	-2%	-19%
